IkB sig inh – suppresses IkB signaling in ABC-DLBCL reporter cells. ABC-DLBCL IkBa-CBG/CBR dual luciferase ratio, 4 h; response scale: scaled: untreated 0%, proteasome inhibitor 100%. Potency, µM (top dose mostly 57.1 µM), for inactives: at the top dose IkBa stabilization activation. 110,000 tested, 0.04% active. AID 445; active = well fitted curve in the direction sought with a large enough effect in the signal ratio, not every such curve was filed as active; inconclusive = small, poorly fitted or top-dose-only effect, or a change in a side signal; the % refers to the signal ratio;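 also: the direction sought is a rising ratio; 0% = basal untreated cells and 100% = reference inhibitor full response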
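In this assay, an IκBα–CBG68 fusion accumulates when IKK-driven degradation is blocked; native CBR normalizes for cell number. OCI-Ly3 cells were treated 4 h with compound and doxycycline, then green and red light read after Chroma-Glo addition.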
Imprint erasure – induces erasure of genomic imprints in mouse ES cells; Potency, µM (doses to about 60.7 µM), for the others: top-dose activity change, positive = activation, hits mostly activators; mouse ES Peg3-LacZ reporter, beta-gal luminescence, 40 h; 110,000 tested, 0.02% active; AID 1948;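 also: 0% = negative control wells on the plate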
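Imprint erasure is scored as LacZ activity from the silenced maternal Peg3 allele in feeder-free female ES cells cultured 40 h with LIF. Luminescence is normalized to in-plate negative controls and fitted to the Hill equation.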
p53ts 39C tox – cytotoxicity in p53ts cells at nonpermissive temperature; H1299-p53A138V viability at 39C, ATP luminescence, 24 h; Potency, µM (series often up to 46.1 µM), inactives show at the top dose activity change, negative = cell killing, most hits filed as cytotoxic; 130,000 tested, 1.5% active; also: nearly all actives have a fitted effect of over 55% in size
p53ts 32C tox – p53ts cell cytotoxicity, permissive temperature; 130,000 tested, 0.93% active; Potency, µM (top dose mostly 46.1 µM), for the others: at the highest dose activity change, negative = cytotoxicity, most hits filed as cytotoxic; H1299-p53A138V at 32C, ATP luminescence viability, 24 h; AID 924;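 also: 0% = DMSO and -100% = full killing by reference compound; nearly all actives have a fitted effect of over 55% in size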
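ATP-content luminescence (ATPlite) read-out after 24 h compound exposure at 32C in H1299-p53A138V cells (600/well). Tested up to 46 uM. Normalized to DMSO (0%) and 100 uM tamoxifen (100% killing); Hill-fit AC50.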
* hit, by the source's call; ? = inconclusive; . = no result given; & = joins results of further samples; [ ] = dose if it differs, or a comment. Unless noted, calls follow the shape of the dose curve; as a rule, active = well fitted curve in the direction sought with a large enough effect; inconclusive = small, poorly fitted or top-dose-only effect, or another doubt; inactive = no such curve, though single readings can be large; an effect the other way counts as inactive or inconclusive. Unless noted, % is scaled to controls: 0 for no effect and ±100 for the full control effect; potency is read from the fitted curve at half-maximal effect.

Key to letters – A = IkB sig inh; B = Imprint erasure; C = p53ts 39C tox; D = p53ts 32C tox
CC[C@H]1CN2CC[C@@H]1C[C@H]2[C@@H](O)c1ccnc2ccc(OC)cc12
  A: -1.2%[25.6 µM] | B: ? | C: -5.0%[20.6 µM] | D: -9.1%[20.6 µM]
O=C(O)C(Br)Br
  A: -0.8% | B: -11.0% | C: 6.0% | D: 5.7%[1.84 µM]
Cc1cc(S(=O)(=O)NC(C)C)ccc1OCC(=O)N1CCN(Cc2ccc3c(c2)OCO3)CC1
  A: 2.3% | B: -24.4% | C: 1.6% | D: -6.9%
O=C1NC(=O)N(Cc2ccccc2Cl)C(=O)/C1=C/N1CCOCC1
  A: 2.3% | B: ? | C: 11.5% | D: 14.6%
O=c1ccc2cc(O[C@H]3O[C@@H](CO)[C@@H](O)[C@@H](O)[C@@H]3O)c(O)cc2o1
  A: 1.0%[25.6 µM] | B: -3.7%[16.8 µM] | C: 1.4%[20.6 µM] | D: 3.5%[20.6 µM]
O=c1[nH]c(=O)n(CCc2ccc(F)cc2)c(O)c1C=NCCCn1ccnc1
  A: 0.8% | B: -16.7% | C: 6.5% | D: 4.4%
CC1=C(C(=O)OC(C)C)[C@]2(C(=O)N(CC(N)=O)c3ccccc32)C(C#N)=C(N)O1
  A: . | B: . | C: -3.1% | D: 7.6%
N[C@@H](Cc1ccccc1)P(=O)(O)O
  A: 0.2%[11.4 µM] | B: -8.8%[10.9 µM] | C: 1.3%[9.22 µM] | D: -2.6%[9.22 µM]
COC(=O)CN1CN(c2ccccc2)C2(CCN(Cc3ccc4ccccc4c3)CC2)C1=O
  A: ? | B: -18.4% | C: -27.2% | D: -26.5%
Cc1ccnc(-n2c(C)nc3ccccc3c2=O)c1
  A: 4.8% | B: -51.7%[inhibitor] | C: -7.2% | D: -2.9%
CCCCCOC(=O)c1ccccc1C(=O)OCCCCC
  A: 0.5% | B: -10.0% | C: 2.1% | D: ?
C[C@H]1C(=O)O[C@@H]2CCN3CC=C(COC(=O)[C@@](C)(O)[C@@]1(C)O)[C@H]23
  A: 2.8%[25.6 µM] | B: 10.5%[16.8 µM] | C: 15.4%[20.6 µM] | D: -5.6%[20.6 µM]
C[C@]12CCC(=O)C=C1CCc1ccc(O)cc12
  A: . | B: -8.5% | C: 4.1% | D: -0.4%
NCCCN1CCN(c2ccccc2)CC1
  A: -0.3%[11.4 µM] | B: -17.3%[10.9 µM] | C: -2.7%[9.22 µM] | D: -0.9%[9.22 µM]
CC1=CC[C@@H]2[C@@H](C1)c1c(O)cc(CC#CCCCNS(C)(=O)=O)cc1OC2(C)C
  A: . | B: -18.4% | C: ? | D: -87.2%

Going on with the list:
Key to letters – A = IkB sig inh; B = Imprint erasure; C = p53ts 39C tox; D = p53ts 32C tox
CCOc1ccc(N)cc1
  A: 1.5% | B: -9.2% | C: -8.5% | D: -18.6%[1.84 µM]
COc1ccccc1N1CCN(C(CNC(=O)Oc2ccccc2)c2cccnc2)CC1 (stereo not drawn)
  A: -0.6% | B: -9.6% | C: 2.3% | D: 0.5%
Oc1ccc2c3c1O[C@@H]1[C@@H](O)CC[C@]4(O)[C@H](C2)N(CC2CCC2)CC[C@@]314
  A: 11.9% | B: . | C: 12.3% | D: -4.0%
CSSC
  A: -0.8% | B: 5.8% | C: -4.4% | D: 9.6%[1.84 µM]
O=c1c2ccccc2nc(CSc2ncnc3nc[nH]c23)n1-c1ccccc1Cl
  A: . | B: . | C: -5.6% | D: -1.9%
O=C(Oc1ccc2ccccc2c1Cl)N1CCCC1
  A: -0.8% | B: -54.9%[inhibitor] | C: -28.1% | D: ?
C[C@H]1CC[C@@]2(NC1)O[C@@H]1C[C@H]3[C@@H]4CC[C@@H]5C[C@@H](O)CC[C@@]5(C)[C@@H]4CC[C@]3(C)[C@@H]1[C@@H]2C
  A: 2.2%[25.6 µM] | B: -8.8%[16.8 µM] | C: 1.6%[20.6 µM] | D: 1.9%[20.6 µM]
CC(=O)Oc1ccc(Cl)c2cccnc12
  A: . | B: -33.0%[inhibitor] | C: -12.5% | D: -12.8%
N[C@@H](Cc1cc(Br)c(O)c(Br)c1)C(=O)O
  A: 0.6%[11.4 µM] | B: -14.8%[10.9 µM] | C: 5.0%[9.22 µM] | D: -3.5%[9.22 µM]
NC[C@@H](Cc1ccccc1)P(=O)(O)O
  A: 0.1%[11.4 µM] | B: -9.9%[10.9 µM] | C: -6.2%[9.22 µM] | D: 1.3%[9.22 µM]
O=C1CC(c2ccc(F)cc2)c2c(c3ccccc3oc2=O)O1 (stereo not drawn)
  A: ? | B: -13.5%[10.9 µM] | C: 32.1%[activator] | D: -5.7%
O=C(Nc1ccc2c(c1)OCO2)c1cn(Cc2ccc(F)cc2)nn1
  A: -0.1% | B: -14.5% | C: -4.8% | D: -4.8%
CC(=O)N(C1=NCCCS1)c1ccc(F)cc1
  A: -0.6% | B: -8.4% | C: -12.0% | D: -5.3%
CCc1ccc(OCC(=O)N2CCN(CCc3ccncc3)CC2)cc1
  A: -0.4% | B: -28.6%[10.9 µM] | C: -13.6% | D: -8.6%
N[C@@]1(C(=O)O)CC[C@H](C(=O)O)C1
  A: 0.1%&0.1%&0.2% | B: 7.9%&-5.6%&0.0% | C: 18.3%&1.0%&-9.0% | D: 7.3%&-8.0%&-3.8%

Next results
Key to letters – A = IkB sig inh; B = Imprint erasure; C = p53ts 39C tox; D = p53ts 32C tox
Cc1ccc(C2SCC(=O)Nc3c2c(=O)[nH]n3C2CCOC(C)(C)C2)cc1 (stereo not drawn)
  A: 0.1% | B: 4.4% | C: 21.6% | D: -1.8%
COC1=CC(=O)OC(CCc2ccccc2)C1 (stereo not drawn)
  A: -3.2% | B: 0.9% | C: 3.0% | D: 12.1%[1.84 µM]
CCCN(C/C=C\I)[C@@H]1CCc2ccc(O)cc2C1
  A: 0.8% | B: -10.4% | C: -17.6% | D: 0.8%
COc1ccccc1-c1nn2c(=O)cc(CN3CCN(C(=O)Nc4ccc(C)cc4Cl)CC3)nc2s1
  A: ? | B: -6.0%[10.9 µM] | C: ? | D: -0.9%
Nc1c(C(=O)NCCN2CCOCC2)c2nc3ccccc3nc2n1Cc1ccco1
  A: -2.6% | B: 6.1% | C: 11.5% | D: 13.1%
CCOCCOC(C)=O
  A: -1.0% | B: -3.6% | C: 10.2% | D: -1.6%[1.84 µM]
Cc1ccc(N2C(=O)NC(=O)C3(Cc4ccccc4N4CCCC43)C2=O)cc1 (stereo not drawn)
  A: 6.9% | B: -4.8% | C: 5.8% | D: -1.9%
CCC(=NCc1cccnc1)c1c(O)n(C2CCCCC2)c(=O)[nH]c1=O
  A: -2.9% | B: -18.7% | C: -1.7% | D: 3.1%
c1csc(CN2CC3(CCNCC3)C2)n1
  A: 4.1%[11.4 µM] | B: . | C: 7.0% | D: 4.5%
C[C@H]1CC[C@@]2(NC1)O[C@@H]1C[C@@H]3[C@@H]4CC=C5C[C@@H](O)CC[C@]5(C)[C@@H]4CC[C@]3(C)[C@H]1[C@@H]2C
  A: -1.2%[11.4 µM] | B: -0.5%[10.9 µM] | C: -3.4%[9.22 µM] | D: -2.0%[9.22 µM]
N#Cc1c(Cl)cccc1Cl
  A: . | B: 13.7% | C: -8.3% | D: 0.4%
COc1ccc(C=O)cc1OC
  A: -2.0% | B: 7.1% | C: -0.5% | D: 10.2%[1.84 µM]
Cc1cc(OCC(=O)N2CCN(CCc3ccccn3)CC2)cc(C)c1Cl
  A: 2.3% | B: -9.9%[10.9 µM] | C: 16.8% | D: 3.6%
COC1=CC(=O)O[C@@H](/C=C\c2ccccc2)C1
  A: -0.4%[25.6 µM] | B: -46.6%[inhibitor][16.8 µM] | C: -5.9%[20.6 µM] | D: -0.7%[20.6 µM]
COc1ccc(N)cc1
  A: -0.7%&0.2% | B: 4.4%&5.6% | C: 3.7%&5.4% | D: -2.5%&3.4%[1.84 µM]

Sorted by molar mass (low to high): 3 of the compounds above
Key to letters – A = IkB sig inh; B = Imprint erasure; C = p53ts 39C tox; D = p53ts 32C tox
CCOCCOC(C)=O
  A: -1.0% | B: -3.6% | C: 10.2% | D: -1.6%[1.84 µM]
Cc1ccc(C2SCC(=O)Nc3c2c(=O)[nH]n3C2CCOC(C)(C)C2)cc1 (stereo not drawn)
  A: 0.1% | B: 4.4% | C: 21.6% | D: -1.8%
Nc1c(C(=O)NCCN2CCOCC2)c2nc3ccccc3nc2n1Cc1ccco1
  A: -2.6% | B: 6.1% | C: 11.5% | D: 13.1%

Next part.
Key to letters – A = IkB sig inh; B = Imprint erasure; C = p53ts 39C tox; D = p53ts 32C tox
CCN(CC)CCCN=Cc1c(O)n(-c2cccc(C)c2C)c(=O)[nH]c1=O
  A: -3.8% | B: -11.2% | C: 15.1% | D: -23.1%
O=C(O)c1nn(Cc2ccc(Cl)cc2Cl)c2ccccc12
  A: 0.9%&-7.0% | B: 3.6%&-2.3% | C: -11.5% | D: 12.8%
CC1(C)CC(=O)C=C(NCCN2CCN(C(=O)Cc3ccc(Cl)cc3)CC2)C1
  A: 1.9% | B: -16.7% | C: 15.0% | D: 3.4%
Cn1c(O)c(C=NCCCN2CCCC2=O)c(=O)n(C)c1=O
  A: 0.4% | B: -0.5% | C: 5.5% | D: -6.7%
COc1ccc(OC)c(NC(=O)Cn2cc(C(=O)c3ccccc3F)c3ccccc32)c1
  A: 3.4% | B: -6.6%[10.9 µM] | C: -24.7% | D: ?
C=C[C@H]1CN2CC[C@@H]1C[C@H]2[C@@H](O)c1ccnc2ccccc12
  A: 2.7%&1.7%[25.6 µM] | B: -7.8%&-9.3%[16.8 µM] | C: -2.8%&-0.9%[20.6 µM] | D: 8.4%&6.8%[20.6 µM]
COc1ccc(NC(=O)c2sc3nc4c(cc3c2N)N2CCC4CC2)cc1OC
  A: ? | B: 3.7%[10.9 µM] | C: ? | D: -4.5%
C=Cn1ccnc1P(=S)(c1ccc(N(C)C)cc1)c1nccn1C=C
  A: 2.3% | B: -12.6% | C: 0.9% | D: 3.7%
CCC(=NC1CC1)c1c(O)n(C2CCCCC2)c(=O)[nH]c1=O
  A: -3.3% | B: -16.4% | C: 1.1% | D: 7.6%
CC(C)=CCC12CN3CCN(CC(C3)C1=O)C2
  A: -1.5% | B: -15.1% | C: 12.8% | D: 11.3%
N#CC(Cl)(Cl)Cl
  A: -1.0% | B: -0.7% | C: 9.7% | D: 8.5%[1.84 µM]
CC(C)NC(=O)N1CCC2(CC1)CCN(C(=O)Oc1ccccc1)CC2
  A: 1.7%[11.4 µM] | B: . | C: 19.9% | D: -6.6%
C[C@@]1([C@@H](NP(=O)(c2ccccc2)c2ccccc2)c2ccccc2)C[C@H]1CCO
  A: . | B: -13.2% | C: -4.8% | D: 12.7%
C=CCN1C(=O)C2(C(C(=O)OCC)=C(N)Oc3c2c(=O)oc2ccccc32)c2ccccc21 (stereo not drawn)
  A: ? | B: -14.8% | C: -14.1% | D: -5.2%
COc1ccc(-c2cc(=O)c3cc(OCC(=O)OC(C)C)ccc3o2)cc1
  A: ? | B: -19.4%[10.9 µM] | C: 3.16µM* | D: 3.16µM*

Next section:
Key to letters – A = IkB sig inh; B = Imprint erasure; C = p53ts 39C tox; D = p53ts 32C tox
NC(=O)CS(=O)C(c1ccccc1)c1ccccc1 (stereo not drawn)
  A: . | B: -2.2% | C: -8.2% | D: 5.6%
Cn1c(=O)n(C)c2cc(CNCCc3ccc(F)cc3)ccc21
  A: -1.4% | B: -14.6%[10.9 µM] | C: 0.7% | D: -16.8%
CCCS(=O)(=O)N1CCCC(C(=O)N2CCC3(CC2)OCCO3)C1 (stereo not drawn)
  A: 1.9% | B: -3.1% | C: -13.2% | D: -2.0%
COc1ccccc1N(CC(=O)NC1CCCCC1)C(=O)c1cnn(C(C)C)c1
  A: 6.2% | B: -3.8% | C: 0.4% | D: -3.5%
Cl.Cl.Cl.Cl.Cl.Cl.N.N.N.N.NNNNN.NNNNN.O.O.[Ru].[Ru].[Ru]
  A: 0.1% | B: -3.3% | C: -8.0% | D: -6.9%

One compound at a time, from the list above. Order of values: IkB sig inh | Imprint erasure | p53ts 39C tox | p53ts 32C tox
CSSC is listed as -0.8% | 5.8% | -4.4% | 9.6%[1.84 µM]
CC1=C(C(=O)OC(C)C)[C@]2(C(=O)N(CC(N)=O)c3ccccc32)C(C#N)=C(N)O1 is listed as . | . | -3.1% | 7.6%

A portion of the library; rates above refer to the full screens.
